Gal4-VP16 FLuc: counter-screen for ROR gamma inhibitors: Gal4-VP16 reporter; Drosophila S2 Gal4-VP16 UAS-luciferase, luminescence, 20 h; Potency, µM (series often up to 53.6 µM), without a hit: at the highest dose activity, negative = inhibition, actives largely listed as inhibitors; 310,000 compounds, 3.5% hits; AID 2546;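 note: Gal4-VP16 expression switched on by copper sulfate through the metallothionein promoter; % is set by controls: 0 for no effect and ±100 for the full control effect; nearly all actives have a fitted effect of over 50% in size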
BRCA1 expr up: activators of BRCA1 expression | Potency, µM (series often up to 46.1 µM), for inactives: top-dose activation, most hits filed as activators | 380,000 compounds, 1.1% hits | MCF7-BRCA1-FFLuc reporter, luminescence, 48 h; response scale: scaled: vehicle 0%, 10 µM genistein 100%; note: nearly all actives have a fitted effect of over 80% in size; some results filed as inactive show a strong effect at the top dose
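Luminescence from a BRCA1-driven firefly luciferase in MCF7 cells was the read-out, taken 15 min after substrate addition following 48 h compound exposure at 37 °C. Data were normalized to a 10 microM genistein control and DMSO vehicle.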
p53 reactivation: re-activators of mutant p53; H1299 p53-A138V BP100-luciferase reporter, luminescence, 24 h; Potency, µM (titrated, usually from 92.2 µM), for the others: at the top dose activity change, positive = activation, hits mostly activators; 320,000 compounds, 0.063% hits; AID 504706; note: % of control where 0% means no effect; nearly all actives have a fitted effect of over 45% in size
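p53-null H1299 cells stably carrying temperature-sensitive p53-A138V and a BP100-luciferase reporter were pinned with compounds (4-point, 1:5 series) and held 24 hrs at 37 deg C. Luminescence was read 10 min after detection reagent.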
FLuc counter: counter-screen for miR-21 project: firefly luciferase inhibitors or activators; purified FLuc, Km substrates, luminescence inhibition; Potency, µM (series often up to 57.5 µM), for inactives: at the top dose activity change, negative = inhibition, usual class: inhibitors; 360,000 compounds, 6.9% hits; P08659; AID 588342;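 note: plate controls were vehicle for no effect and reference inhibitor for full effect; nearly all actives have a fitted effect of over 55% in size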
Target sequence (P08659 whole entry, looked up): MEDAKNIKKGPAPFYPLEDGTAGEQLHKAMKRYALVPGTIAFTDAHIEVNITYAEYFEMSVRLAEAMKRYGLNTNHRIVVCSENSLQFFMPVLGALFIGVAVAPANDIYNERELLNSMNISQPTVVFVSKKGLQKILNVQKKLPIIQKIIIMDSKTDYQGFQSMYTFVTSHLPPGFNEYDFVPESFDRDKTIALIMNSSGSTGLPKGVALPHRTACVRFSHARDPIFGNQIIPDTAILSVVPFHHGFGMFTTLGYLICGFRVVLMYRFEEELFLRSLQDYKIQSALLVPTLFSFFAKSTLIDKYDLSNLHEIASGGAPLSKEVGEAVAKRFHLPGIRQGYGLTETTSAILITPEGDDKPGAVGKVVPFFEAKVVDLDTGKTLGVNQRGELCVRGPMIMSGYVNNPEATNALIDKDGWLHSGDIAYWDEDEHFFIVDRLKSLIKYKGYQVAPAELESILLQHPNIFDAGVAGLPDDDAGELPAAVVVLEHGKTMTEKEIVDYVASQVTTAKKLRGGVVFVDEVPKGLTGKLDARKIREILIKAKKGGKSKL
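Purified P. pyralis luciferase (10nM final) with 10uM D-luciferin and 10uM ATP (Km levels) in 50mM Tris acetate pH 7.5, 10mM Mg acetate, 0.01% Tween-20, 0.05% BSA; qHTS 6-point titration, ~60 µM downward; luminescence read.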
Rab9 promoter act: activators of Rab9 promoter | Huh7 Rab9 promoter-luciferase reporter, luminescence, 24 h | Potency, µM (highest dose often 9.22 µM), for the others: at the highest dose activation, negative = inhibition, most hits filed as activators | 320,000 compounds, 2.8% hits; note: % of control where 0% means no effect; nearly all actives have a fitted effect of over 60% in size
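Rab9 promoter-driven luciferase in stably transfected Huh7 cells; 1500 cells/well rested 2 h, exposed to compound in DMSO for 24 h at 37 °C, 5% CO2. Luminescence read 10 min after adding luciferase reagent at ambient temperature.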
uPA surface inh: cell surface uPA generation inhibition | cell surface uPA generation assay, qHTS | Potency, µM (highest dose often 38.3 µM), without a hit: top-dose activity change, negative = inhibition, actives largely listed as inhibitors | 330,000 compounds, 0.31% hits; active = well fitted inhibition curve with a large enough effect; inconclusive = small, poorly fitted or top-dose-only effect; inactive = no such curve, though single readings can be large or run the other way; tested in mouse RAW 264.7 cells; note: % is set by controls: 0 for no effect and ±100 for the full control effect; nearly all actives have a fitted effect of over 55% in size
NPC1 promoter act: NPC1 promoter activation | Huh7 NPC1 promoter luciferase reporter, 24 h | Potency, µM (titrated, usually from 9.22 µM), inactives show at the highest dose activation, hits mostly activators | 320,000 compounds, 2.4% hits;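 note: % of control where 0% means no effect; nearly all actives have a fitted effect of over 60% in size; reporter is driven by a mutant NPC1 promoter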
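Quantitative HTS used a cell-based reporter: Huh7 cells stably bearing the NPC1 promoter upstream of luciferase were treated with compounds for 24 h, and promoter activation was read as luminescence.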
ELG1 genotoxic: inducers of genotoxicity in HEK293T ELG1-luciferase cells | Potency, µM (titrated, usually from 46 µM), inactives show at the highest dose activity change, positive = activation, usual class: activators | 330,000 compounds, 1.3% hits | HEK293T ELG1-luciferase reporter, luminescence, 16 h | AID 504466; note: % of control where 0% means no effect; nearly all actives have a fitted effect of over 60% in size
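Genotoxicity was scored as increased ELG1-luciferase reporter signal, measured by ONE-Glo luminescence (30 min, room temperature). Compound or vehicle exposure of the HEK293T reporter cells lasted 16 hr at 37°C.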
RORg inh: inhibitors of mouse ROR gamma transcriptional activity | Drosophila S2 Gal4-RORgamma UAS-luciferase reporter, 20 h | Potency, µM (doses to about 53.6 µM), for inactives: top-dose activity change, negative = inhibition, usual class: inhibitors | 310,000 compounds, 5.4% hits; note: % is set by controls: 0 for no effect and ±100 for the full control effect; nearly all actives have a fitted effect of over 60% in size
Target sequence (P51450 whole entry, looked up, the tested form may be a part): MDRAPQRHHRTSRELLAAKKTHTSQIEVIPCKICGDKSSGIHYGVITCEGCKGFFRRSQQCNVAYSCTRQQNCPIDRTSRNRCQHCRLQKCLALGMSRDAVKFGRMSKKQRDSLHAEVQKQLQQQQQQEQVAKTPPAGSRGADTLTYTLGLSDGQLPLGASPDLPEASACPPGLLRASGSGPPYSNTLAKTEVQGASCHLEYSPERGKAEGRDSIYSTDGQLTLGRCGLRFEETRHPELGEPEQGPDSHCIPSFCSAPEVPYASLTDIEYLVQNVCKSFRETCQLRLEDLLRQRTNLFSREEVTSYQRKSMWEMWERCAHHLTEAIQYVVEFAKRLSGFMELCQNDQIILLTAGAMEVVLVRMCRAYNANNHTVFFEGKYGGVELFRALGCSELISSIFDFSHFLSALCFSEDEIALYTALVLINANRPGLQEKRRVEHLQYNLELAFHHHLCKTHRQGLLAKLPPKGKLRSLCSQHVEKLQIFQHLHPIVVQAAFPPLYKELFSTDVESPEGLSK
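Drosophila Schneider cells stably carrying a metallothionein-driven Gal4 DBD–ROR gamma fusion and a UAS-Photinus luciferase reporter were exposed to compound for 1 hr, then induced with copper sulfate (700 uM final) for 20 hr at ambient temperature before luminescence reading.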
MBNL1 CUG block: blocks human MBNL1 binding to CUG repeat RNA; Potency, µM (titrated, usually from 57.5 µM), for inactives: at the highest dose activity change, negative = inhibition, actives largely listed as inhibitors; Q9NR56; TR-FRET MBNL1-His/biotin-(CUG)12 binding, 665/545 ratio; AID 2675; 280,000 compounds, 0.036% hits; active = well fitted inhibition curve with a large enough effect in the signal ratio, with a control signal flat, not every such curve was filed as active; inconclusive = small, poorly fitted or top-dose-only effect, or effect the other way, or a change in a side signal; inactive = no such curve, though single readings can be large or run the other way; the % refers to the signal ratio; note: % is set by controls: 0 for no effect and ±100 for the full control effect
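His-tagged MBNL1 binding to biotinylated (CUG)12 RNA was measured by TR-FRET using terbium anti-His antibody (0.055 ng/ul final) and streptavidin-XL665 (5 nM final). Compounds were titrated 92 nM to 58 uM; 60 min at room temperature.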
Active calls of the source: *; ? = inconclusive; . = no result given; & = joins results of further samples; [ ] = remark or other dose. Unless noted, calls come from the whole dose curve; as a rule, active = well fitted curve in the direction sought with a large enough effect; inconclusive = small, poorly fitted or top-dose-only effect, or another doubt; inactive = no such curve, though single readings can be large; an effect the other way counts as inactive or inconclusive. Potency is the fitted concentration of half-maximal effect. Rows are unselected. Share with any hit: about 13%.

SMILES	Gal4-VP16 FLuc	BRCA1 expr up	p53 reactivation	FLuc counter	Rab9 promoter act	uPA surface inh	NPC1 promoter act	ELG1 genotoxic	RORg inh	MBNL1 CUG block
C=CCn1c(C)cc(C(=O)CN2C(=O)c3ccccc3C2=O)c1C	?	-65%	-4%	1.5µM*	0.35µM*	?	0.32µM*	?	?	?
CCc1nnc(NC(=O)C2CCCN(C(=O)c3ccc(Cl)cc3)C2)s1 (stereo unspecified)	.	71%	?	?	15%	-7%	22%	13%	.	.
CCCCn1nc(CC(=O)NCCN(CC)CC)c2ccccc2c1=O	4%	1%	0%	0%	-3%	5%	1%	2%	-16%	-5%
O=C(NCc1cccc(F)c1)C1CCC(=O)N(CCc2cccc(F)c2)C1 (stereo unspecified)	-9%	17%	3%	3%	1%	2%	-2%	3%	28%	-4%
CCOC(=O)N1CCN(C(=O)c2cccc(F)c2)CC1	2%	-21%	-2%	1%	-2%	-5%	-4%	0%	4%	-4%
COC(=O)c1ccc(CN2CCC(CO)(Cc3ccccc3Cl)CC2)cc1	0%	1%	3%	0%	0%	6%	-2%	3%	6%	-6%
Cc1ccc2nc3c(c(N)c2c1)CCN3c1ccccc1	17%	13%	-1%	19µM*	2%	-8%	17%	0%	13%	11%
CCOc1ccc(OCC)c(C2C(C#N)=C(N)N(c3cccnc3)C3=C2C(=O)CC(C)(C)C3)c1 (stereo unspecified)	5%	2%	-21%	2%	-4%	1%	1%	-3%	11%	?
COc1ccccc1NC(=O)CSc1nnc(COc2ccccc2C)o1	1%	-8%	-1%	-7%	0%	1%	0%	6%	-13%	-13%
Cc1csc2ncnc(N3CCN(C(=S)Nc4ccc(F)cc4F)CC3)c12	?	-4%	-4%	0%	-15%	4%	-1%	-11%	5%	-12%
N#Cc1ccccc1CN1C(=O)NC2(CCCCCC2)C1=O	3%	-17%	-4%	0%	-4%	-2%	-3%	-4%	21%	-14%
O=C(CSCc1ccccc1)Nc1ccc(F)cc1F	5%	0%	2%	1%	0%	-3%	-3%	6%	?	-1%

Some entries already given, reduced to BRCA1 expr up:
SMILES | BRCA1 expr up
CCc1nnc(NC(=O)C2CCCN(C(=O)c3ccc(Cl)cc3)C2)s1 (stereo unspecified) | 71%
CCCCn1nc(CC(=O)NCCN(CC)CC)c2ccccc2c1=O | 1%
O=C(NCc1cccc(F)c1)C1CCC(=O)N(CCc2cccc(F)c2)C1 (stereo unspecified) | 17%
CCOC(=O)N1CCN(C(=O)c2cccc(F)c2)CC1 | -21%
COC(=O)c1ccc(CN2CCC(CO)(Cc3ccccc3Cl)CC2)cc1 | 1%
Cc1ccc2nc3c(c(N)c2c1)CCN3c1ccccc1 | 13%
CCOc1ccc(OCC)c(C2C(C#N)=C(N)N(c3cccnc3)C3=C2C(=O)CC(C)(C)C3)c1 (stereo unspecified) | 2%

Part of the list above in order of formula weight, highest first:
SMILES	Gal4-VP16 FLuc	BRCA1 expr up	p53 reactivation	FLuc counter	Rab9 promoter act	uPA surface inh	NPC1 promoter act	ELG1 genotoxic	RORg inh	MBNL1 CUG block
CCOc1ccc(OCC)c(C2C(C#N)=C(N)N(c3cccnc3)C3=C2C(=O)CC(C)(C)C3)c1 (stereo unspecified)	5%	2%	-21%	2%	-4%	1%	1%	-3%	11%	?
Cc1csc2ncnc(N3CCN(C(=S)Nc4ccc(F)cc4F)CC3)c12	?	-4%	-4%	0%	-15%	4%	-1%	-11%	5%	-12%
CCOC(=O)N1CCN(C(=O)c2cccc(F)c2)CC1	2%	-21%	-2%	1%	-2%	-5%	-4%	0%	4%	-4%

(listing goes on)
SMILES	Gal4-VP16 FLuc	BRCA1 expr up	p53 reactivation	FLuc counter	Rab9 promoter act	uPA surface inh	NPC1 promoter act	ELG1 genotoxic	RORg inh	MBNL1 CUG block
CCCCCCCC(=O)N/N=C/c1ccc(Br)cc1	-9%	5%	-6%	-6%	2%	.	1%	-1%	17%	-10%
CCOC(=O)COc1ccc(S(=O)(=O)N2CCN(c3ccc(F)cc3)CC2)cc1	2%	-7%	-2%	2%	2%	.	2%	0%	5%	-4%
O=C(O)c1cc2c(N3CCC(Cc4ccccc4)CC3)ncnc2s1	14%	-33%	-1%	?	-8%	-2%	-5%	-7%	1%	-1%
Cc1ccsc1C(=O)N1CCCC(CO)(Cc2ccccc2F)C1 (stereo unspecified)	-1%	1%	-3%	4%	5%	4%	-4%	-3%	1%	1%
C#CCOC(=O)/C(=C/c1ccc(F)cc1)NC(C)=O	-1%	-37%	1%	6%	2%	-6%	-2%	0%	-3%	-8%
COc1ccccc1-c1nc2ccc(Cl)cc2c(=O)n1O	-11%	-20%	0%	2%	-10%	-6%	-6%	-13%	-30%	-6%
CCOc1ccccc1-c1nc(-c2ccc(NC(=O)Cc3ccccc3OC)cc2)no1	6%	-30%	6%	0%	-15%	4%	-5%	-14%	-20%	2%
CN=C1SC(C(=O)O)CC(=O)N1C (stereo unspecified)	0%	29%	3%	2%	-3%	1%	-3%	1%	13%	-9%
CC(/C=C1\SC(=S)N(CC(=O)N2CCN(c3ccccc3)CC2)C1=O)=C\c1ccccc1	-9%	-9%	6%	1%	-5%	11%	-2%	-2%	-16%	.
COC(=O)c1ccc(C)c(NC(=O)CCSc2ccccc2)c1	-1%	-2%	-9%	-3%	4%	2%	5%	-5%	-2%	-8%
Cc1cc(N2CCC(C)CC2)n2nc(C)c(-c3ccccc3)c2n1	5%	1%	2%	-10%	-7%	2%	-3%	-8%	-3%	-2%
CCOC(=O)c1ccc(S(=O)(=O)N2CCN(C3CCCC3)CC2)cc1	-3%	-21%	2%	-1%	1%	-2%	-6%	0%	-2%	-3%
Cc1cc(C(=O)N/N=C/c2c(C)nn(-c3ccccc3)c2C)c(C)o1	?	81%	2%	21µM*	?	-2%	22%	8%	?	-7%
COC(=O)[C@H](Cc1ccccc1)NC(=O)O[C@H]1C(=O)c2ccc(OC)cc2O[C@@H]1c1ccc2c(c1)OCO2	-7%&-1%	-7%	4%	-2%	0%	-15%	-1%	0%	?	7%
CCN(CC)c1nc(Oc2ccc(=O)[nH]n2)nc(N2CCOCC2)n1	-7%	-76%	-12%	0%	1%	-3%	-4%	5%	14%	-10%
CCCCc1ccc(NS(=O)(=O)c2cccc(C(=O)N3CCNC(=O)C3)c2)cc1	.	-22%	-11%	-1%	-3%	2%	-1%	1%	.	.
C=C(C)c1cccc(C(C)(C)NC(=O)NCc2cccnc2)c1	9%	-13%	-4%	1%	-5%	4%	-5%	2%	-2%	-19%
COc1ccc(C(=O)N2CCN=C2SCc2cccnc2)cc1OC	7%	-11%	18%	-1%	-1%	-12%	-4%	-3%	3%	34%[activator]
O=C(NNS(=O)(=O)c1ccc(F)cc1)c1cnccn1	-22%	-5%	0%	1%	-2%	0%	0%	-1%	-17%	-9%
COc1ccc(/C=N\NC(=O)c2ccccc2Cl)cc1COc1c(F)c(F)c(F)c(F)c1F	15%	-71%	9%	-1%	-38%[inhibitor]	10%	-25%	0%	-37%	0%
CC(C)(C)c1ccc(S(=O)(=O)NCc2ccc(C(=O)NCc3ccccn3)cc2)cc1	1%	-35%	-2%	4%	-6%	-4%	0%	0%	24%	.
CC1CC(C)CN(C(=O)CN2C(=O)NC(C)(C)C2=O)C1 (stereo unspecified)	.	-16%	7%	4%	-1%	-2%	0%	0%	.	.
Cc1ccc(S(=O)(=O)N2CCN(C(=O)Cc3ccccc3)CC2)cc1C	.	-8%	-3%	-2%	-3%	0%	2%	1%	.	.
CC(Oc1ccccc1)C(=O)Nc1ccc(S(=O)(=O)N2CCOCC2)cc1 (stereo unspecified)	6%	-5%	-1%	0%	18%	-2%	13%	-3%	6%	-12%
O=C(NC1CC1)c1ccc2snnc2c1	3%	11%	-2%	-1%	-3%	2%	1%	-1%	0%	-4%
Cc1ccccc1NC(=O)N1CCN(C/C=C/c2ccccc2)CC1	8%	12%	-1%	0%	-2%	7%	-6%	-4%	16%	-3%
CC1=Nn2c(nnc2-c2ccccn2)SC1	-11%	0%	13%	6%	2%	-2%	2%	-4%	6%	8%
COc1ccc(OC)c(S(=O)(=O)NCC(c2ccc3c(c2)OCO3)N2CCOCC2)c1 (stereo unspecified)	.	-2%	-1%	5%	-1%	-1%	9%	-7%	.	.
OCCn1nc(-c2ccccc2)cc1-c1ccccc1	-7%	-16%	.	-1%	-2%	16%	-1%	1%	6%	1%
N#Cc1cnn(-c2ccccc2)c1N	0%	13%	-2%	-1%	-1%	15%	-2%	-8%	1%	1%
CCOC(=O)N1CCN(C(=O)C(NC(=O)C2CCC(C)CC2)C(C)C)CC1 (stereo unspecified)	-4%	-11%	-13%	1%	1%	0%	-4%	-1%	1%	2%
O=C(NCCN=C1NS(=O)(=O)c2ccccc21)c1ccc2nccnc2c1	-2%	-25%	-2%	-1%	-2%	-2%	0%	0%	-5%	?
CCOP(=O)(OCC)C(NC(=O)Nc1ccccc1)c1ccccc1 (stereo unspecified)	-6%	-2%	-2%	2%	3%	1%	-4%	2%	11µM*	1%
O=C(Nc1cccc(F)c1)C1CCCN(S(=O)(=O)c2ccc(-n3cnnn3)cc2)C1 (stereo unspecified)	1%	-16%	-3%	3%	3%	0%	-1%	-19%	17%	-2%

Screening data as filed in PubChem.
